PRMT1 inh – blocks human protein arginine methyltransferase 1; recombinant PRMT1, activity-based probe fluorescence polarization; hit rate 1.3% among 370,000; inhibition, % at 2.79 µM;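 active means inhibition above about 21% made by adding two undisclosed values, limit read from the data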
Target sequence (Q99873 whole entry, looked up): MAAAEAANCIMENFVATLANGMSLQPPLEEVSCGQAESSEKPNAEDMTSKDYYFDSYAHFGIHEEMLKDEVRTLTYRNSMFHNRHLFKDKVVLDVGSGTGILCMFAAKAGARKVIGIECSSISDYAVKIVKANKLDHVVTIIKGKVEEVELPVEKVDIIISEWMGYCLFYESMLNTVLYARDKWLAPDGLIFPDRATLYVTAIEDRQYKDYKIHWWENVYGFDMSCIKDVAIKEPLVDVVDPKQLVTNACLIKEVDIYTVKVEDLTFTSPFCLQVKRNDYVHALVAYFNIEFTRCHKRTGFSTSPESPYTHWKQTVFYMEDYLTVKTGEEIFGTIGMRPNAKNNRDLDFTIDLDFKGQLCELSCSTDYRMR
TCR-CD3 inh – human TCR-CD3 binding inhibition; inhibition, % at 9.4 µM; TAMRA-labeled TCR probe fluorescence, biochemical; hit rate 0.37% among 360,000; AID 651800; in the data active means inhibition above about 19%;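 further: recombinant mutant TCR 2C K166C tagged with TAMRA read by polarization; 0% = receptor in buffer alone and 100% = receptor with positive control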
Tn7 DDE FP – disrupts Tn7 cyclic peptide binding to fibrin D-Dimer-E complex | FP displacement of FITC-Tn7 peptide from fibrin DD(E); 0% = median of compound wells per plate | P02675 | inhibition, % at 8.3 µM | hit rate 0.13% among 370,000;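 active means inhibition above the mean of compounds falling within the control limits plus 3 SD of them, cut at about 14% in these data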;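 further: 0% = plate median of compound wells and 100% = 10 µM Aha-Tn7 peptide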
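Measure: % inhibition scaled between sample-field median and high-control FP; Test system: human fibrin DD(E); Quantity: 2 µM final DD(E) protein; Doses: one dose, 8.3 µM nominal; Schedule: compound with protein 10 min, then 3 h after probe, room temperature; Detection: fluorescence polarization; Medium: Tris buffer with calcium and detergent, pH 7.8.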
UHRF1 binding – human UHRF1 methylated DNA binding inhibitors; Q96T88; UHRF1 binding to methylated oligo, TR-FRET; inhibition, % at 4.4 µM; hit rate 0.75% among 370,000; AID 687016; in the data active means inhibition above about 21%;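 further: UHRF1 SRA domain binding a hemimethylated CpG hairpin DNA probe; 0% = median of test compound wells and 100% = reference inhibitor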
mABHD4 FP – ABHD4 (mouse) inhibition, primary FP screen | purified mABHD4, FP-Rh probe fluorescence polarization | inhibition, % at 8.92 µM | hit rate 0.54% among 370,000 | AID 720543;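 active means inhibition exceeding the mean over every tested compound plus 3 SD, cut at about 30% in these data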;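 further: 0% = plate median of compound wells and 100% = S159A mutant with DMSO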
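Assay system: mABHD4 protein; medium: HEPES pH 7.0, NaCl, Pluronic buffer; dosing: 8.92 µM, single dose; schedule: 45 min + 60 min at 25 °C; signal: FP readout, ex 525 nm / em 598 nm; read-out: normalized percent inhibition of probe labeling; repeats: single replicate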
TDP2 inh – blocks human TDP2 phosphodiesterase activity; O95551; recombinant TDP2, T5PNP hydrolysis, p-nitrophenol absorbance 415 nm; inhibition, % at 12.8 µM; hit rate 0.34% among 370,000; AID 720702;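 active means inhibition above the mean of all tested compounds plus 3 SD, set per campaign, cut at about 25% in these data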;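 further: 0% = DMSO with enzyme and 100% = buffer with substrate but no TDP2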
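Incubation: 2 h at 37 °C; Test system: recombinant human TDP2; Quantity: enzyme 120 nM; Read-out basis: percent inhibition; Medium: 50 mM Tris-HCl pH 7.5 with Mg2+, KCl, DTT, BSA; Repeats: single replicate; Compound: 12.8 µM single point, 1% DMSO; Signal: epi absorbance; Reagent: 5 mM T5PNP chromogenic substrate; Benchmarks: no-enzyme high, DMSO-plus-enzyme low.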
SIAE primary – inhibitors of human sialic acid acetylesterase SIAE; SIAE FP-Rh probe binding, fluorescence polarization; hit rate 0.69% among 370,000; inhibition, % at 9.66 µM;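 active means inhibition above a cutoff: mean of compounds within the control limits plus 3 SD of those, cut at about 17% in these data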;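 further: 0% = plate median of compound wells and 100% = probe without SIAE protein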
Target sequence (Q9HAT2 whole entry, looked up): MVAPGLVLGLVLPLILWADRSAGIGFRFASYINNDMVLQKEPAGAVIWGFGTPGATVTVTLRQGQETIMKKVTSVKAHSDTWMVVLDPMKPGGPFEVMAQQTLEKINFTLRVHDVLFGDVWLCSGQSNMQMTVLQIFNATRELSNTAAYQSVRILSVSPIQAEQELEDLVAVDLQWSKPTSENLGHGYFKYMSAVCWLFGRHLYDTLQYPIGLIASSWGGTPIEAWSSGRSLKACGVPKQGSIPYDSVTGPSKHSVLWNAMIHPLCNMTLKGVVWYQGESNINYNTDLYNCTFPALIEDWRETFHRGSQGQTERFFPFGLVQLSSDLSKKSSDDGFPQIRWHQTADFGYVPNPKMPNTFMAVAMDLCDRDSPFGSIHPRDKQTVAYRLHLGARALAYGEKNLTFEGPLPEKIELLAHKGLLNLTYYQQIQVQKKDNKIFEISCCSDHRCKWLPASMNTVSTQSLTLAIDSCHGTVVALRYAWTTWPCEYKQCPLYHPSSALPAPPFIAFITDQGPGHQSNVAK
HTRA1 inh – HTRA1 (human) protease inhibition; recombinant HTRA1, FP-rhodamine activity-based probe, fluorescence polarization; inhibition, % at 5.96 µM; hit rate 0.5% among 340,000; in the data active means inhibition above about 36%;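 further: 0% = enzyme with DMSO and 100% = wells lacking enzyme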
PG9 binder – small molecules binding HIV-1 gp120 antibody PG9; TR-FRET gp120-PG9 antibody binding; inhibition, % at 6.7 µM; hit rate 0.43% among 360,000; in the data active means inhibition above about 8.5%
LEDGF integ inh – blocks HIV-1 LEDGF/p75-dependent DNA integration | TR-FRET IN-LEDGF/p75 DNA integration, Eu/Cy5 | inhibition, % at 3.7 µM | hit rate 0.64% among 370,000 | AID 743269;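 active means inhibition above the screen-wide mean plus 3 SD, cut at about 13% in these data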;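 further: signal is the Cy5 over europium emission ratio at 671 and 618 nm; 0% = plate median of compound wells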
Starred values were filed as active, the others as inactive; . = not tested or not shown.

SMILES	PRMT1 inh	TCR-CD3 inh	Tn7 DDE FP	UHRF1 binding	mABHD4 FP	TDP2 inh	SIAE primary	HTRA1 inh	PG9 binder	LEDGF integ inh
Cc1ccc(S(=O)(=O)N2CCSCCSCCSCCSCC2)cc1	-4	3	0	-1	-1	-2	2	-18	-0.8	-3
CCOc1ccc(NC(=O)COc2cccc3c2CCN(Cc2cccnc2)C3=O)cc1	-3	6	-2	-2	-1	1	-2	-1	-2.0	3
COc1ccc(/C=N/N=C/c2ccc(OC)c(O)c2)cc1O	-2	-3	3	1	1	-5	-7	-4	-1.1	-2
COc1ccc(C(=O)Nc2ccccc2[N+](=O)[O-])cc1S(=O)(=O)N1CCOCC1	-4	5	-6	1	-10	-16	-4	3	-1.7	3
Cc1[nH]c(=O)[nH]c(=O)c1Cc1cccc2ccccc12	3	2	-5	1	0	3	-5	-1	-0.8	0
CC(C)C[C@H]1CN([C@@H](Cc2ccccc2)CN2CCC[C@@H]2CN2C(=O)C(=O)NC[C@@H]2Cc2ccccc2)C(=O)C(=O)N1CCc1ccccc1	3	0	5	0	9	0	1	.	-1.9	0
COc1ccc(C)cc1N(CC(=O)Nc1ccc(S(=O)(=O)N2CCOCC2)cc1)S(C)(=O)=O	-3	-5	0	4	-4	4	2	13	-0.9	5
CCN(CC(=O)Nc1ccccc1OC)C(=O)CN1C(=O)NC(C)(c2ccc3ccccc3c2)C1=O (centres undefined)	0	0	0	0	-2	3	-3	-12	-1.4	5
CC(O)CNCc1cccc2ccccc12 (centres undefined)	-3	-3	1	18	0	8	3	-3	-2.0	5
CC(C)CCNC(=O)c1c(CSc2ccc(Cl)cc2)noc1C(=O)NCc1ccccc1	2	2	-2	-4	-5	8	-16	2	-0.1	0
OCCCCNCc1ccc(OCc2ccccc2Cl)cc1	-1	-2	9	1	6	-9	-2	3	-0.3	-4
CCN(Cc1cc(OC)c(OC)c(OC)c1)S(=O)(=O)c1ccccc1Br	0	-5	-4	-1	5	7	-1	.	-0.7	1
Cc1c(CC(=O)O)c(=O)oc2cc(OCc3nn[nH]n3)ccc12	-3	7	0	1	1	2	18*	-2	0.8	1
COC(=O)[C@@H]1C[C@@]2(O)[C@@H](O)[C@@H](O)[C@@H](O)C[C@H]2N1CC(c1ccccc1)c1ccccc1	-2	3	-1	-1	6	-10	2	-1	-3.0	0
CN1CCN(S(=O)(=O)c2cccc(C(=O)Nc3sccc3C(N)=O)c2)CC1	2	8	-12	8	10	0	-5	5	-1.7	3
Cc1ccccc1NC(=O)CNc1ccc(Cl)c(C(F)(F)F)c1	-3	0	-5	0	-12	-9	-7	-2	-1.6	5
COc1ccc(CNC(=O)O[C@]23C[C@H]4C(=O)N(c5ccccc5)C(=O)[C@H]4C[C@@]2(O)CN(S(=O)(=O)c2ccc(C)cc2)C3)cc1OC	-4	2	3	0	2	2	-3	0	-0.2	5
CC1CCN(S(=O)(=O)c2ccc(C(=O)NCc3cccnc3)cc2)CC1	-2	1	-6	5	-7	-16	-7	0	-1.5	7
COc1cccc(NC(=O)C(OC(=O)c2cnc(C)cn2)c2ccccc2)c1 (centres undefined)	-2	-2	-5	0	-3	12	-6	-13	-1.7	1
CCCC(O)(c1ccc(CC)cc1)C(CN1CCOCC1)c1ccccc1 (centres undefined)	1	6	2	-1	0	1	-4	-3	-0.5	-2
COc1ccc(C)cc1S(=O)(=O)N(CC(=O)N1CCCC1)c1ccc(C)cc1	2	5	0	2	3	5	-12	3	-1.9	-4
O=C(Nc1cccc(S(=O)(=O)N2CCCC2)c1)c1ccco1	-4	-1	-6	0	3	6	-3	5	-1.6	6
O=C1CC(c2ccccc2)NC(=S)N1 (centres undefined)	-4	-5	1	-1	-8	11	0	1	-1.7	-1
CN1CCC(N(C)C(=S)NCCc2ccccc2)CC1	4	-10	-1	2	0	-7	-3	1	0.9	-7
C[C@H](NC(=O)c1nc[nH]c1C(=O)N[C@@H](Cc1ccccc1)C(=O)OCc1ccccc1)C(=O)OC(C)(C)C	0	4	-2	8	-32	-5	-30	-40	-1.2	1
CSc1ccc(C2C3(C#N)C(N)=NC4(OCCO4)C23C#N)cc1 (centres undefined)	2	6	3	-5	-2	5	-5	2	0.3	-1
O=C(COC(=O)C1CC1)Nc1ccccc1Sc1ccccc1	1	-1	0	1	-1	5	-2	-5	-0.7	2
CN1CCN(C(=O)c2ccc(NC(=O)c3ccc(Br)o3)cc2)CC1	4	-1	-5	3	0	3	0	.	-3.1	-1
CCc1c(C)c2ccc(O)c(CN3CCCC3)c2oc1=O	-2	-3	-1	-3	6	5	4	1	1.6	10
CCc1ccc(NC(=O)c2ccc(F)c(S(=O)(=O)N(CC)c3ccccc3)c2)cc1	1	-6	-3	5	-14	1	-2	-20	-2.9	2
Nc1nnn(CC(=O)N/N=C/c2ccco2)n1	2	-1	-1	0	5	10	5	6	-2.9	-1
Cn1nc(-c2ccccc2)c(CSc2cccc(Cl)c2)c1Cl	-1	6	7	1	-11	-5	-14	-11	1.9	-2
O=C(NC1CCCc2ccccc21)C1CCN(S(=O)(=O)c2cnc[nH]2)CC1 (centres undefined)	0	2	-4	8	6	4	-3	1	0.3	2
O=C(Nc1cccc(C(=O)N2CCCC2)c1)C1CC1	-1	-3	3	0	3	-10	9	-4	-0.9	0
CCCC12CN3CC(C)(CN(C1)C31C(=O)Nc3ccc(C)cc31)C2=O (centres undefined)	2	1	3	-6	7	-7	-1	-1	-0.9	0
O=C(COc1ccc2ccccc2c1Br)NCc1ccccn1	4	-2	6	3	-9	-18	-5	-3	3.9	-2
Cc1ccccc1CSc1nnc(-c2ccccc2)c(=O)[nH]1	1	0	0	0	-2	4	-5	-5	1.1	1
CC(=O)c1ccc(N2CCN(C(=O)Cn3cnc(S(=O)(=O)N4CCCCC4)c3)CC2)cc1	0	0	2	-2	5	12	9	-2	1.4	-2
CCN(CC)CCN(C(=O)CN1C(=O)c2ccccc2C1=O)c1nc2cc3c(cc2s1)OCO3	4	-4	0	0	6	8	2	-12	-3.1	-1
O=C(NCC(=O)N1CCCCCC1)c1ccc(Br)cc1	2	6	5	-2	-4	2	-4	11	-0.1	1

Single entries from above:
O=C(Nc1cccc(C(=O)N2CCCC2)c1)C1CC1 – PRMT1 inh: -1
Cn1nc(-c2ccccc2)c(CSc2cccc(Cl)c2)c1Cl – PRMT1 inh: -1

A section taken from the entries so far, as a working copy:
SMILES	PRMT1 inh	TCR-CD3 inh	Tn7 DDE FP	UHRF1 binding	mABHD4 FP	TDP2 inh	SIAE primary	HTRA1 inh	PG9 binder	LEDGF integ inh
COc1ccc(C)cc1S(=O)(=O)N(CC(=O)N1CCCC1)c1ccc(C)cc1	2	5	0	2	3	5	-12	3	-1.9	-4
O=C(Nc1cccc(S(=O)(=O)N2CCCC2)c1)c1ccco1	-4	-1	-6	0	3	6	-3	5	-1.6	6

Further records follow:
SMILES	PRMT1 inh	TCR-CD3 inh	Tn7 DDE FP	UHRF1 binding	mABHD4 FP	TDP2 inh	SIAE primary	HTRA1 inh	PG9 binder	LEDGF integ inh
CNC(=O)/C(=C/c1ccc2c(c1)OCO2)NC(=O)c1ccc(Br)cc1	-2	1	-1	-5	0	-2	1	-1	-0.2	-1
CCc1ccc(N(C(=O)c2snc(C(N)=O)c2N)C(C(=O)NC2CCCC2)c2ccncc2)cc1 (centres undefined)	0	3	-8	0	5	-6	7	2	2.6	2
COc1ccc(/C=C2\SC(=S)N(CCC(=O)N3CCCCC3)C2=O)cc1	6	-3	1	0	2	3	-4	3	-1.0	-3
CCCn1c(N)c(C(=O)CN2CCN(S(=O)(=O)c3cccc(Cl)c3)CC2)c(=O)[nH]c1=O	-2	-1	7	0	1	-6	1	5	0.5	1
CC1CCc2sc(C(=O)N3CCN(c4ncccn4)CC3)cc2C1 (centres undefined)	-3	0	-6	-1	2	-3	1	-7	-1.7	2
Cc1ccc(N=C2C(=O)Nc3ccc(Br)cc32)cc1	-2	1	5	-9	-1	11	-7	-2	-1.8	1
C#CCNC(=O)C[C@H]1C(=O)N(CC=C)C2=CCCC[C@@]21C(=O)OCC	0	.	3	1	6	4	-6	.	.	-1
COC(=O)[C@]12CCCCC=C1N(CCc1ccc(OC)c(OC)c1)C(=O)[C@H](CC(=O)NCCCCc1ccccc1)C2	0	2	-1	1	-2	-5	-2	.	-0.2	2
CCOC(=O)C1CN(S(=O)(=O)c2ccccc2)c2cc(S(=O)(=O)CC)ccc2O1 (centres undefined)	1	9	3	-2	-2	-3	4	3	2.6	-2
COc1ccc(C(=O)Nc2c(N)nc(SCC(=O)Nc3ccc(NC(C)=O)cc3)[nH]c2=O)cc1OC	1	1	8	-3	-5	13	18*	-2	2.4	2
COc1ccccc1NS(=O)(=O)c1cc(NC(=O)c2ccccc2C)ccc1N1CCOCC1	-2	-3	-5	1	-19	-2	-20	-54	-0.1	0
NC(=O)NC(CC(=O)NNC(=O)c1ccccn1)c1ccc(Cl)cc1 (centres undefined)	-6	-1	1	0	10	2	-2	7	-2.4	-1
Cc1ccccc1NS(=O)(=O)c1ccc(OCCNS(C)(=O)=O)cc1	-2	6	1	0	6	-5	-10	-2	-1.5	-2

Outcome played no part in choosing rows; about 4.2% have a hit in one of these screens.
